NOD1 inhibition: inhibition of NOD1-driven NF-kB reporter – cell-based, luminescence, uHTS, primary screen (AID 1578). 290,000 compounds, 1% hits. NOD1-driven NF-kB luciferase reporter cells, luminescence; higher % means a stronger effect. one-dose inhibition, % at 4 µM; EC50 in µM for titrated hits; in the data active = inhibition mostly above about 36%, no sharp cut-off; inactive = mostly below about 34%;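 note: HEK-293T reporter cells stimulated with the NOD1 agonist gamma-tri-DAP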
LYP phosphatase: inhibitors of LYP phosphatase, biochemical, fluorescence intensity, uHTS (AID 1779). inhibition, % at 11.5 µM, or IC50 in µM where a hit was titrated. 290,000 compounds, 0.054% hits. recombinant LYP phosphatase, fluorescence intensity; higher % means a stronger effect;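 note: plate controls were vehicle with enzyme for no effect and no enzyme for full effect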
NOD2 inhibition: inhibition of NOD2-driven NF-kB reporter – cell-based, luminescence, uHTS, HEK293 (AID 1566); HEK293 NOD2/NF-kB luciferase reporter, luminescence; higher % means a stronger effect; inhibition, % at 4 µM, or EC50 in µM where a hit was titrated; 290,000 compounds, 0.63% hits; note: many of its hits are not listed in these tables
KOR beta-arrestin-1: KOR antagonists, beta-arrestin recruitment, cell-based, luminescence, uHTS (AID 1778) | KOR beta-arrestin recruitment, luminescence, antagonist mode; higher % means a stronger effect | one-dose inhibition, % at 10 µM; IC50 in µM for titrated hits | 290,000 compounds, 0.091% hits; note: strong numbers were not always called active
PMI inhibitors: MPI enzyme activity inhibition – biochemical, fluorescence intensity, coupled assay, primary screen (AID 1209). purified PMI enzyme, coupled fluorescence intensity; higher % means a stronger effect. one-dose inhibition, % at 20 µM; IC50 in µM for titrated hits. 190,000 compounds, 0.42% hits;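 note: plate controls were DMSO vehicle for no effect and wells lacking substrate for full effect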
human PMI inhibitors: MPI inhibition at elevated mannose 6-phosphate – biochemical, fluorescence intensity, high mannose 6-phosphate, primary screen (AID 1220); inhibition, % at 20 µM, or IC50 in µM where a hit was titrated; recombinant PMI enzyme, coupled fluorescence intensity; higher % means a stronger effect; 190,000 compounds, 0.66% hits
KOR beta-arrestin-2: kappa opioid receptor activators – cell-based, luminescence, uHTS, primary screen (AID 1777); KOR beta-arrestin recruitment, luminescence; higher % means a stronger effect; one-dose activation, % at 10 µM; EC50 in µM for titrated hits; 280,000 compounds, 0.02% hits; in the data active = activation above about 50%, passing the limit was not always enough; note: a part of the inactive calls stands beside numbers as strong as those of hits
XIAP antagonists: XIAP antagonists, biochemical, IAP family, fluorescence polarization (AID 1018); XIAP BIR domain, fluorescence polarization peptide displacement; higher % means a stronger effect; 200,000 compounds, 0.007% hits; one-dose displacement, % at 20 µM; IC50 in µM for titrated hits; in the data active = displacement above about 50%; note: a part of the inactive calls stands beside numbers as strong as those of hits
TNAP activation fold: stimulation of alkaline phosphatase TNAP activity – biochemical, luminescent, no phosphate acceptor, uHTS, primary screen (AID 1001) | activation fold at 20 µM; hits with a dose series show EC50 in µM | purified TNAP, luminescent activation assay, no phosphate acceptor; higher activation fold means a stronger effect | 200,000 compounds, 0.03% hits; in the data active = activation fold from about 3, or a potency from the dose series; inactive = the rest, 99 in 100 with activation fold below about 1.6; note: many of its hits are not listed in these tables
* = called active by the depositor; nt = not tested or not shown; [ ] = remark or other dose. Cut-off read from the data, not from the text of the source, unless noted: active = inhibition above about 50%; inactive = the rest. This is a subset. The share of hits here may be higher or lower than overall.

SMILES | NOD1 inhibition | LYP phosphatase | NOD2 inhibition | KOR beta-arrestin-1 | PMI inhibitors | human PMI inhibitors | KOR beta-arrestin-2 | XIAP antagonists | TNAP activation fold
O=C(O)C1Nc2c(O)cccc2C2C=CCC12 (configuration not stated) | -32% | 52%* | -47% | 8% | 36% | 12% | -5.6% | 12% | 0.7
CCOC(=O)CCNC(=O)Nc1cc2nc(C)n(Cc3cccc(Cl)c3)c2nc1C | 0% | -8% | 2% | 10% | nt | nt | -18% | nt | nt
COc1cc2c(cc1OC)C(c1cc3ccc(C)cc3[nH]c1=O)N(C(=O)c1ccco1)CC2 (configuration not stated) | -44% | -8% | 26% | -24% | nt | nt | 1.4% | nt | nt
COC(=O)c1cc(C)sc1NC(=O)CCc1ccccc1 | 9% | -12% | 26% | 8%[20 µM] | nt | nt | 3.3% | nt | nt
CCOc1ccccc1NC(=O)CSc1ccc(-c2ccco2)nn1 | -9% | 1% | -10% | 9% | nt | nt | 0.4% | nt | nt
Cc1cc(C)nc(SC2=CS(=O)(=O)c3ccccc32)n1 | nt | 5% | nt | 42% | 11% | 1% | -2.5% | -5.7% | 1
O=C(/C=C(\c1ccccc1)n1cncn1)c1ccccc1 | -7% | -5% | 16% | -28% | 3% | 2% | 0.8% | -6.1% | 1
O=C(C#Cc1ccccc1)Nc1ccc(F)cc1 | 26% | -5% | -8% | -44%[20 µM] | nt | nt | -1.2% | nt | nt
Cc1ccc(-c2cc(C(=O)NCC3CCCO3)no2)cc1 (configuration not stated) | -11% | -2% | -52% | -71% | 18% | 13% | 2.8% | 0.5% | 1.1
CC(=O)N1N=C(c2ccccc2)OC12CCCC2 | -15% | -3% | 2% | -11%[20 µM] | 1% | -4% | 0.9% | -2.3% | 1.1
O=C(N[C@@H](Cc1c[nH]c2ccccc12)C(=O)O)C1CCN(S(=O)(=O)c2cccs2)CC1 | -6% | -4% | -8% | 3% | nt | nt | -2.2% | nt | nt
O=C(CC(=O)c1ccccc1)Nc1ccccc1C(F)(F)F | -5% | -4% | -5% | 5% | nt | nt | 1.6% | nt | nt
CCN(CC)C(=O)CN(C#N)c1nc(OC)nc(N(C)C)n1 | 2% | -1% | -7% | -18% | -13% | -8% | 26% | -5.9% | 0.9
O=C(Nc1cccc2cccnc12)c1cccc([N+](=O)[O-])c1 | -72% | -6% | -22% | -6% | nt | nt | -2.0% | nt | nt
O=C(CSc1nnc(-c2cccnc2)o1)Nc1cccc(Cl)c1 | 4% | -3% | -5% | 9% | nt | nt | -1.9% | nt | nt
Cc1cc(C(=O)O)c(C)n1-c1ccccc1 | 2% | -15% | 6% | 22% | -11% | -11% | -2.9% | -1.8% | 1.1
CCOc1cc(C(=S)N2CCOCC2)ccc1OS(=O)(=O)c1ccc(NC(C)=O)cc1 | 54% | -8% | 42% | -24% | 5% | 9% | -2.0% | -8.9% | 1.1
Cc1nc(C)c(-c2csc(Nc3ccc(F)cc3)n2)s1 | 45%* | -5% | -18% | -33% | 6% | 20% | 2.1% | -4.5% | 1
COc1ccc(Cc2nnc(NC(=O)C3CCCO3)s2)cc1OC (configuration not stated) | -4% | -5% | 16% | 18% | 2% | 3% | -3.5% | -6.1% | 1
CSc1ncc(Cl)c(C(=O)Nc2cccnc2)n1 | 4% | -10% | 2% | 0% | nt | nt | 1.1% | nt | nt
CS(=O)(=O)N1CCN(CC(=O)NC2CCCCC2)CC1 | -11% | -5% | 12% | 14%[20 µM] | 3% | -2% | -4.5% | -5.9% | 1
COC(=O)C1=C(C)N(c2ccc(C)c(C)c2)/C(=C/c2ccc(O)cc2)C1=O | -13% | -5% | -14% | -13% | -1% | 2% | 2.6% | -6.5% | 0.6
Clc1ccc(-n2nnc(-c3cccnc3)n2)cc1Cl | -12% | -2% | -85% | -32% | -3% | -18% | 5.4% | -6.0% | 1
COC(=O)NCCOc1cc(C)ccc1C | nt | -6% | 7% | 5% | 0% | 2% | 2.1% | -3.1% | 1.1

Sorted by SMILES length (highest first): some entries from above.
SMILES | NOD1 inhibition | LYP phosphatase | NOD2 inhibition | KOR beta-arrestin-1 | PMI inhibitors | human PMI inhibitors | KOR beta-arrestin-2 | XIAP antagonists | TNAP activation fold
COC(=O)C1=C(C)N(c2ccc(C)c(C)c2)/C(=C/c2ccc(O)cc2)C1=O | -13% | -5% | -14% | -13% | -1% | 2% | 2.6% | -6.5% | 0.6
CCN(CC)C(=O)CN(C#N)c1nc(OC)nc(N(C)C)n1 | 2% | -1% | -7% | -18% | -13% | -8% | 26% | -5.9% | 0.9
COc1ccc(Cc2nnc(NC(=O)C3CCCO3)s2)cc1OC (configuration not stated) | -4% | -5% | 16% | 18% | 2% | 3% | -3.5% | -6.1% | 1
O=C(CC(=O)c1ccccc1)Nc1ccccc1C(F)(F)F | -5% | -4% | -5% | 5% | nt | nt | 1.6% | nt | nt
Cc1nc(C)c(-c2csc(Nc3ccc(F)cc3)n2)s1 | 45%* | -5% | -18% | -33% | 6% | 20% | 2.1% | -4.5% | 1
Clc1ccc(-n2nnc(-c3cccnc3)n2)cc1Cl | -12% | -2% | -85% | -32% | -3% | -18% | 5.4% | -6.0% | 1
O=C(O)C1Nc2c(O)cccc2C2C=CCC12 (configuration not stated) | -32% | 52%* | -47% | 8% | 36% | 12% | -5.6% | 12% | 0.7
O=C(C#Cc1ccccc1)Nc1ccc(F)cc1 | 26% | -5% | -8% | -44%[20 µM] | nt | nt | -1.2% | nt | nt

Next part
SMILES | NOD1 inhibition | LYP phosphatase | NOD2 inhibition | KOR beta-arrestin-1 | PMI inhibitors | human PMI inhibitors | KOR beta-arrestin-2 | XIAP antagonists | TNAP activation fold
CCOc1ccc2[nH]c(C(=O)N/N=C/c3cccc(OC)c3OC)cc2c1 | 5% | 0% | 5% | -15% | nt | nt | -6.1% | nt | nt
CCOc1cc(/C=N/NC(=O)c2cccnc2)cc(Br)c1OCC(N)=O | -31% | 1% | -11% | -26% | 3% | 5% | -2.5% | -3.3% | 1.1
O=C(O)CSc1nnc(COc2cccc3ccccc23)n1Cc1ccccc1 | -21% | 1% | -4% | -29% | -15% | -1% | 0.6% | -5.9% | 1
O=C(Oc1cc(=O)oc2ccccc12)c1ccco1 | 11% | -7% | 2% | -3% | 6% | 8% | 7.3% | -7.1% | 1.1
O=C(O)c1ccc(/C=N/NC(=S)NC2CCCCC2)cc1 | -39% | 4% | -22% | 25% | -1% | -6% | -4.9% | -0.8% | 1
COC(=O)C1CCN(Cc2c(C(=O)N3C[C@@H](C)O[C@@H](C)C3)nc3ccc(Cl)cn23)CC1 | 3% | -11% | -4% | -14% | nt | nt | -2.8% | nt | nt
COCCn1c(C)cc(C(=O)COc2ncnc3ccc(Br)cc23)c1C | -43% | -2% | 3% | 1% | 6% | 8% | -3.4% | -3.6% | 1
COc1ccc(N(CC(=O)Nc2ccccc2OC)S(=O)(=O)c2ccc(NC(C)=O)cc2)cc1 | 10% | -8% | -17% | -33% | nt | nt | 0.1% | nt | nt
O=C(C1=C[C@H](c2ccccc2)C[C@H](OCc2ccc(CO)cc2)O1)N1CCOCC1 | -26% | 0% | 11% | -17% | -4% | -6% | 0.8% | -1.9% | 1.1
CC(C)CC1Nc2ccc(C(=O)NCCCN3CCCCC3C)cc2NC1=O (configuration not stated) | -14% | -7% | 10% | -27% | nt | nt | 1.6% | nt | nt
Cc1cc(=O)[nH]c(SCC(=O)O)c1C#N | -14% | -6% | 4% | -10% | -8% | 0% | -0.2% | -3.1% | 1
CCn1c(CNc2ccc(C)cc2)nnc1SCC(N)=O | -40% | -3% | 1% | -36% | -3% | 3% | 0.8% | -6.5% | 1.1
Cc1cc(C(=O)Nc2cc(C)on2)on1 | -18% | -6% | 9% | -14%[20 µM] | nt | nt | -4.0% | nt | nt
CCOc1ccc(S(=O)(=O)N2CCCC(C(=O)NCc3cccnc3)C2)cc1Cl (configuration not stated) | -13% | -6% | 13% | -20% | nt | nt | -0.7% | nt | nt
CC(C)c1cc(NC(=O)c2ccccc2)cc(C(C)C)c1O | 30% | -5% | -10% | 46% | -4% | 8% | -2.0% | -7.4% | 1.1
O=C(COC(=O)CSc1ccc2ccccc2c1)NC1CC1 | -8% | -10% | 16% | -16% | 6% | -1% | -1.8% | -6.2% | 1.1
CC(=O)Nc1ccc(OC(=O)c2cc3cc(Br)cc(Br)c3oc2=O)cc1 | 8% | -2% | 6% | 0% | -22% | -23% | 10% | -9.4% | 1.1
CNC(=O)C1(C(F)(F)F)C/C(=C\CCO)CCCO1 (configuration not stated) | 5% | -18% | 11% | -23%[20 µM] | nt | nt | 0.3% | nt | nt
O=C(NCCCn1ccnc1)C1CCN(S(=O)(=O)c2ccc(F)cc2)CC1 | -32% | -6% | 10% | 1% | nt | nt | -2.8% | nt | nt
COc1ccccc1C(NC(=O)CC(C)C)c1c(O)ccc2ccccc12 (configuration not stated) | -25% | -6% | -3% | 2% | nt | nt | -6.5% | nt | nt
CCOc1ccccc1-n1c(SCC(=O)N(C(C)C)C(C)C)nnc1-c1cccnc1 | -8% | -6% | 6% | -10% | 13% | 9% | -2.1% | -4.0% | 1.1
Cc1ccccc1-n1nnnc1SCC(=O)Nc1ccc(N2CCN(C)CC2)cc1 | 19% | -15% | -9% | -51% | nt | nt | 3.2% | nt | nt
C/C(=N\O)C(C)NC(=O)c1ccccc1 (configuration not stated) | 0% | -13% | 23% | 11% | 6% | -4% | -0.5% | -3.8% | 1.1
COc1ccc(CCNC(=O)CSc2cn(Cc3ccccc3)c3ccccc23)cc1OC | -23% | -5% | 8% | 7% | -6% | -8% | 1.4% | -6.0% | 1.1
Cc1ccc2c(C)nc(SC(C(=O)c3ccccc3)c3ccccc3)nc2c1 (configuration not stated) | -2% | -5% | 21% | -24% | -3% | -12% | -2.4% | -3.7% | 1
CCOc1cccc2sc(N(CCN(C)C)C(=O)c3cc4ccccc4cc3OC)nc12 | 17% | -8% | -2% | -27% | nt | nt | 3.5% | nt | nt
Cc1cc(C)cc(NC(=O)c2ccc(CN3CCc4ccccc4C3)cc2)c1 | 39% | -11% | 22% | 14% | nt | nt | -3.7% | nt | nt
CCC(C)(C)n1nnnc1CN1CCSCC1 | 4% | -17% | 13% | 14% | 5% | -18% | 1.4% | -4.7% | 1.1
ONC(=Nc1ccccc1)c1ccc(Cl)cc1 | -3% | -2% | 18% | -40% | 10% | 11% | -3.8% | 3.3% | 1.1
CCC(OC(=O)c1nsc(Cl)c1Cl)C(=O)NCCOC (configuration not stated) | -9% | -7% | 3% | 6% | 3% | 3% | -1.5% | -1.5% | 1.1
CN(CCCNC(=O)Cn1cc2c(n1)CCCC2)C1CCCCC1 | -13% | -11% | 0% | 10% | 2% | 4% | 2.6% | -5.2% | 1.2
O=C(CCCN1C(=O)S/C(=C/c2ccccc2)C1=S)Nc1ccc(C(=O)O)cc1 | -22% | -8% | 10% | 8% | nt | nt | -1.5% | nt | nt
O=C(CSc1nnc(-c2ccncc2)n1-c1ccc(F)cc1)NC(=O)NCc1ccco1 | -12% | -6% | 20% | -12% | -12% | -12% | -2.7% | -0.8% | 1.1

Screening results from PubChem.
